# Screening results as filed in PubChem.
# Yeast growth tox – Compounds toxic to wild-type S. cerevisiae growth; A595 turbidity, 16 h; growth inhibition, % at 25 µM (by protocol); 30,000 tested, 0.3% active;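 active means mutant and wild-type yeast strains alike exhibit over 30% growth inhibition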;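 further: 0% = untreated cell controls and 100% = YPD media blanks without cells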
#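 System – wild-type and eIF2Bepsilon-R284H mutant S. cerevisiae, screened separately · Measured by – absorbance at 595 nm (turbidity) · Timing – 16 h compound exposure during growth at 30 °C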
# Yeast eIF2B – eIF2B (yeast) activity modulation. S. cerevisiae eIF2B-epsilon R284H, GCN4-lacZ luminescence. inhibition, % at 25 µM (by protocol). 27,000 tested, 0.91% active. AID 688;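 active means mutant luminescence inhibited past about 50% while wild type luminescence and mutant growth stay under set limits, limit read from the data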; further: some compounds called inactive have numbers as strong as hits
#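 Times: 16 h growth with compound at 30 °C, 90 min Beta-Glo step; Assay system: yeast eIF2B-epsilon R284H mutant carrying GCN4–beta-galactosidase fusion; Measure: % inhibition of reporter signal and growth versus controls; Dosing: one concentration, 25 µM, 0.25% DMSO; Buffer or medium: YPD yeast growth medium; Measured by: Beta-Glo luminescence plus absorbance at 595 nm.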
# Yeast growth tox inhibition % – second read-out of Yeast growth tox, no call of its own (marks repeat the call); growth inhibition, %; S. cerevisiae eIF2Bepsilon-R284H mutant growth, A595 turbidity, 16 h;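 each compound tested once at 25 µM; 0% equals untreated cells and 100% equals cell-free medium blanks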
# Yeast eIF2B mutant toxicity – second read-out of Yeast eIF2B, no call of its own (marks repeat the call); growth inhibition, %; measured here: mutant yeast growth, toxicity;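 each compound tested once at 25 µM; zero equals untreated control growth and 100 equals blank medium absorbance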
# Starred values were filed as active, the others as inactive; nt = not tested or not shown. An excerpt; the hit share may differ from the screen's.
SMILES,Yeast growth tox,Yeast growth tox inhibition %,Yeast eIF2B,Yeast eIF2B mutant toxicity
O=c1cc(O)nc(SC23CC4CC(CC(C4)C2)C3)[nH]1,1,13,2,13
CC1CC(C)CN(C(=O)c2ccc3c(c2NCCO)C(=O)c2ccccc2C3=O)C1 (stereo unspecified),-2,18,nt,nt
NC(=O)C1CC(O)CN1c1nc(CN2CCOCC2)nc2scc(-c3ccccc3)c12 (stereo unspecified),-7,14,-3,14
Cc1cc(NC(=O)COc2ccc(N(C)S(=O)(=O)c3ccccc3)cc2)no1,-8,15,-10,15
COc1ccc(C(C(=O)NC2CCCC2)N(C(=O)c2ccco2)c2ccc3c(c2)OCO3)cc1OC (stereo unspecified),-11,10,-1,10
CNC(=O)Nc1nnc(C(C)(C)C)s1,10,9,19,9
CC1(C)CC(=O)C=C(NCCN2CCNCC2)C1,28,9,33,9
COc1ccc(C(=O)NCC(=O)O)cc1,12,17,-27,17
CCOC(=O)N1CCN(C2CC(=O)N(c3ccc(Cl)c(Cl)c3)C2=O)CC1 (stereo unspecified),-1,19,nt,nt
CC(C)c1ccc(N(CC(=O)NCCSC(C)(C)C)S(C)(=O)=O)cc1,14,5,16,5
CCn1c(COc2cccc(C)c2)nc2ccccc21,12,-35,33,-35
O=C(NCCO)c1cc2ccccc2cc1O,7,8,31,8
CC(c1ccco1)N(C(=O)C12CC3(C)CC(C)(CC(C)(C3)C1)C2)c1ccccn1 (stereo unspecified),18,-10,-4,-10
Cc1ccc(/C(O)=C2/C(=O)C(=O)N(CCN3CCOCC3)C2c2ccccn2)cc1 (stereo unspecified),-7,9,-7,9
COc1ccc(C(=O)n2nnc3ccccc32)cc1Br,nt,nt,2,nt
O=C(CCN1C(=O)C2C3C=CC(C3)C2C1=O)NCCc1ccccc1Cl (stereo unspecified),20,-10,-9,-10
CC1(C)Cc2c(c(-c3ccccc3)nc3[nH][nH]c(=O)c23)CO1,-8,0,4,nt
Cc1cc(N)n(-c2ncnc3scc(-c4ccccc4)c23)n1,16,0,4,nt
Cc1ccc2c(CC(=O)NC3=NCCS3)coc2c1,9,18,-27,18
COc1ccccc1CNC(=O)c1cnn2c(C(F)F)cc(C)nc12,1,0,16,nt

# Arranged by number of heavy atoms (largest number first): some entries from above
SMILES,Yeast growth tox,Yeast growth tox inhibition %,Yeast eIF2B,Yeast eIF2B mutant toxicity
COc1ccc(C(C(=O)NC2CCCC2)N(C(=O)c2ccco2)c2ccc3c(c2)OCO3)cc1OC (stereo unspecified),-11,10,-1,10
NC(=O)C1CC(O)CN1c1nc(CN2CCOCC2)nc2scc(-c3ccccc3)c12 (stereo unspecified),-7,14,-3,14
CC1CC(C)CN(C(=O)c2ccc3c(c2NCCO)C(=O)c2ccccc2C3=O)C1 (stereo unspecified),-2,18,nt,nt
CC(c1ccco1)N(C(=O)C12CC3(C)CC(C)(CC(C)(C3)C1)C2)c1ccccn1 (stereo unspecified),18,-10,-4,-10
Cc1cc(NC(=O)COc2ccc(N(C)S(=O)(=O)c3ccccc3)cc2)no1,-8,15,-10,15
CCOC(=O)N1CCN(C2CC(=O)N(c3ccc(Cl)c(Cl)c3)C2=O)CC1 (stereo unspecified),-1,19,nt,nt
COc1ccccc1CNC(=O)c1cnn2c(C(F)F)cc(C)nc12,1,0,16,nt
CC1(C)Cc2c(c(-c3ccccc3)nc3[nH][nH]c(=O)c23)CO1,-8,0,4,nt
CCn1c(COc2cccc(C)c2)nc2ccccc21,12,-35,33,-35
Cc1ccc2c(CC(=O)NC3=NCCS3)coc2c1,9,18,-27,18
CC1(C)CC(=O)C=C(NCCN2CCNCC2)C1,28,9,33,9
O=C(NCCO)c1cc2ccccc2cc1O,7,8,31,8
COc1ccc(C(=O)NCC(=O)O)cc1,12,17,-27,17
CNC(=O)Nc1nnc(C(C)(C)C)s1,10,9,19,9

# The listing continues:
SMILES,Yeast growth tox,Yeast growth tox inhibition %,Yeast eIF2B,Yeast eIF2B mutant toxicity
CCS(=O)(=O)N1CCCC(C(=O)NC2CCCC2)C1 (stereo unspecified),-1,3,10,3
O=c1cc(CSc2nc3ccccc3[nH]2)c2ccccc2[nH]1,10,12,22,12
COc1ccccc1C(=O)Nc1ccc(S(=O)(=O)Nc2cc(C)on2)cc1,-9,-7,5,-7
COc1cccc(N2CCN(C3CCCC(C)C3)CC2)c1 (stereo unspecified),10,4,10,4
COc1ccc(C(C)NC(=O)C2CCCO2)cc1OC (stereo unspecified),19,0,1,nt
Cc1cc(C)c(NC(=O)CSc2nc3ccc(NC(=O)CSc4nnnn4Cc4ccccc4)cc3s2)c(C)c1,-45,-7,2,-7
O=C(O)C1CCCN(S(=O)(=O)c2ccc(Br)cc2)C1 (stereo unspecified),21,8,nt,nt
CCCCCOC(=O)Cn1c(=O)c2c(nc(N3CCOCC3)n2C)n(C)c1=O,7,14,16,14
COCCCNc1nc2c(c(=O)[nH]c(=O)n2C)n1CCCc1ccccc1,21,9,11,9
O=c1cc(NCC2CCCO2)[nH]c(=O)n1-c1ccc(Cl)cc1 (stereo unspecified),11,-4,13,-4
CCS(=O)(=O)N1CCN(Cc2ccncc2)CC1,1,-7,8,-7
Cc1c(NC(=O)CN2CC(C)OC(C)C2)c(=O)n(-c2ccccc2)n1C (stereo unspecified),10,10,24,10
C[n+]1cnn2c1SCC1(COC1)C2,6,0,nt,nt
O=S(=O)(c1ccc(Cl)cc1)N1CCn2c1nc1ccccc12,16,-17,-53,-17
CCOc1ccccc1N(C(=O)CNS(=O)(=O)c1ccccc1)C(CC)C(=O)NCc1ccco1 (stereo unspecified),3,3,-12,3
CCCCN(N=Nc1nonc1OC)c1nonc1OC,35,19,21,19
Nc1nonc1C(=O)NCCN=Cc1cc(Cc2ccccc2)cc(Br)c1O,-16,-23,29,-23
COC(=O)c1ccccc1NC(=O)NCc1cccnc1,10,-11,3,-11
O=C1N=C(c2ccccc2)S/C1=C\c1cccs1,5,15,23,15
CCOC(=O)N1CCN(C(=O)CCc2ccc(S(=O)(=O)NCCc3ccccc3)cc2)CC1,-4,-5,0,-5

# 2 neighbouring entries from above:
SMILES,Yeast growth tox,Yeast growth tox inhibition %,Yeast eIF2B,Yeast eIF2B mutant toxicity
CCS(=O)(=O)N1CCCC(C(=O)NC2CCCC2)C1 (stereo unspecified),-1,3,10,3
O=c1cc(CSc2nc3ccccc3[nH]2)c2ccccc2[nH]1,10,12,22,12

# Continued.
SMILES,Yeast growth tox,Yeast growth tox inhibition %,Yeast eIF2B,Yeast eIF2B mutant toxicity
Cn1c(=O)c2c(nc(NCC(O)CO)n2CCc2ccccc2)n(C)c1=O (stereo unspecified),16,14,18,14
O=C(NCc1ccccc1)c1cccc(OCC(=O)N2CCN(C(=O)c3ccco3)CC2)c1,-3,-10,15,-10
CC(NC(=O)Cn1nnc(-c2ccncc2)n1)c1ccccc1 (stereo unspecified),25,13,-3,13
NS(=O)(=O)c1ccc(NC(=O)COC(=O)CCNC(=O)NC23CC4CC(CC(C4)C2)C3)cc1,-12,-14,22,-14
CCOc1ccc(Cl)cc1S(=O)(=O)N1CCN(c2ccc(F)cc2)CC1,-4,-2,20,-2
O=C(Cn1nnc2ccccc21)OCC(=O)c1ccccc1,2,-32,-18,-32
NC(=O)c1ccccc1N/C=C/C(=O)c1ccc(Cl)cc1,-4,-6,5,-6
CSCC[C@H](NC(=O)CC(C)(C)C)c1nc2ccccc2[nH]1,23,17,nt,nt
O=C(Nc1cnn(Cc2ccccc2)c1)c1cc2nc(-c3ccco3)cc(C(F)(F)F)n2n1,-9,8,-16,8
O=C(COc1ccccc1)Nc1ccc2c(c1)nc1n2CCOC1,16,-7,22,-7
Cc1ccc(/C=N/NC(=O)Cn2nccc2C)o1,-20,2,-22,2
CC(C)COP(=O)(c1ccc(N(C)C)cc1)C(O)c1ccccn1 (stereo unspecified),-3,-18,6,-18
CC(C)CCNC1=NCCCCC1,5,-45,35,-45
O=C1CSc2ccccc2N1Cc1ccccc1F,7,26,-3,26
COc1ccc(N2CCN(C(=O)C3COc4ccccc4O3)CC2)cc1 (stereo unspecified),2,23,26,23
CCCN1CNC(=S)N(c2cccc(C)c2C)C1,1,-33,-7,-33
COCCN1C(=O)C(O)=C(C(=O)c2cccs2)C1c1ccccc1 (stereo unspecified),8,7,nt,nt
Cc1cnc(C(=O)Nc2cccc3ncccc23)cn1,-3,-21,-5,-21
COc1cccc(CNc2ccc(S(=O)(=O)Nc3nccs3)cc2)c1O,13,4,nt,nt
Cc1ccc2c(Cl)cc(Cl)c(OCC(=O)NCc3ccco3)c2n1,-23,2,nt,nt
CSCC[C@H](NC(=O)OC(C)(C)C)c1nnc(SCC=C(C)C)o1,25,0,25,nt
c1ccc2c(c1)CCN2CCN1CCc2ccccc21,8,11,-35,11
O=C(NCc1ccc2c(c1)OCO2)c1ccc(Cl)c(S(=O)(=O)N2CCOCC2)c1,7,11,17,11
CC(NC(=O)C(C)(C)C)c1nc2ccccc2n1C (stereo unspecified),-2,-10,17,-10
COc1cc(/C=N/N=C(/N)c2nonc2N)cc(Br)c1OCc1ccccc1C,3,-42,21,-42
CN1CCN(CCCNC(=O)CCCOc2cc(=O)n(C)c3ccccc23)CC1,22,-21,-38,-21
CC1CCCC(C)N1C(=O)CSc1nnnn1Cc1ccccc1 (stereo unspecified),-9,7,1,7
Cc1[nH]nc2cn[nH]c12,-9,3,5,3
CCN1C(=O)CC(Sc2ccccc2N)C1=O (stereo unspecified),11,0,-4,nt
COc1ccc(C(=O)NC(=S)NCc2ccc(-c3nc4ccccc4o3)cc2)cc1OC,9,-2,nt,nt
CN1CCN(CC(=O)N2c3ccccc3C(C)(c3ccc(Cl)cc3)CC2(C)C)CC1 (stereo unspecified),7,7,35,7
Cc1ccc(S(=O)(=O)c2nc(NCCN(C)C)sc2Cl)cc1,12,12,17,12
CCOC(=O)C1=C(CC)Nc2ccccc2N=C1NC(=O)c1cccc(S(=O)(=O)N2CCCC2)c1,5,6,17,6
CN(C)CCCN1C(=O)C(=O)/C(=C(/O)c2ccncc2)C1c1cccnc1 (stereo unspecified),3,-20,33,-20
COc1ccccc1-n1c(SCC(N)=O)nnc1-c1ccc(S(=O)(=O)N2CCCCC2)cc1,-19,-2,26,-2
NC(=O)c1cc2cc(Cl)ccc2oc1=O,25,-6,5,-6
CNc1nc(N(C)C)nc(N(C)C)n1,1,11,9,11
COc1ccc(NC(=O)CCCSc2nc(-c3ccco3)cc(C(F)(F)F)n2)cc1OC,4,-12,12,-12
COc1ccc(Cn2c(O)cc(=O)[nH]c2=O)cc1,-9,4,-31,4
Cc1ccc(Cn2ccc(NC(=O)c3cc(C)on3)n2)cc1,2,27,13,27
CCOC(=O)C1CCN(Cc2ccc(Cl)c(Cl)c2)CC1,14,8,12,8
O=C(NCc1ccc2c(c1)OCO2)C1CC(c2ccccc2O)=NO1 (stereo unspecified),19,12,7,12
CCn1ccc(C(=O)Nc2ccc(N(C)C(C)=O)cc2)n1,-14,7,27,7
OC(COc1ccc2cc(Br)ccc2c1)CN1CCOCC1 (stereo unspecified),15,-19,23,-19
COc1ccc(-c2nnnn2CCc2ccccc2)cc1,2,-13,-31,-13
COc1ccc(OC)c(NC(=O)CN2C(=O)C3(OCCCO3)c3ccccc32)c1,-13,4,11,4
Cc1ccnc(NC(=O)c2c(O)c3ccccc3n(C)c2=O)c1,-38,-7,13,-7
Cc1ccc(NC(=O)NC2CCN(S(=O)(=O)c3ccc(F)cc3)CC2)cc1,-1,-10,33,-10
C=C(Br)Cn1c(CCCC)nc2ccccc21,3,-11,12,-11
CCOc1ccc(Nc2nc3c(c(=O)[nH]2)CCCC3)cc1,-16,8,10,8
Clc1ccccc1CSc1ncccn1,9,0,16,nt
Cc1cc(NCCCn2ccnc2)n2ncc(-c3ccccc3)c2n1,31,17,-9,17
CCc1ccccc1NC(=O)c1cc2ncc(Br)cn2n1,3,-3,nt,nt
O=C(C1CCCCC1)N(Cc1ccccc1)c1ccccn1,16,8,17,8
Nc1nonc1C(=O)NCCNC(=O)c1cccs1,-10,0,-23,nt
O=C(CCCSc1nc(-c2ccco2)cc(C(F)(F)F)n1)Nc1ccc2c(c1)OCO2,nt,nt,10,nt
CC(C)CC(=O)NCC(C)NC(=O)CC(C)C (stereo unspecified),-2,10,0,10
O=C(c1ccco1)N1CCN(CC(=O)N2c3ccccc3CCc3ccccc32)CC1,20,22,25,22
CCC(C(=O)N1CCN(S(C)(=O)=O)CC1)c1ccccc1 (stereo unspecified),9,-13,-25,-13
COCCn1c(=N)c(C(=O)NCCc2ccc(OC)cc2)cc2c(=O)n3cccc(C)c3nc21,-1,0,18,nt
# (continued)
SMILES,Yeast growth tox,Yeast growth tox inhibition %,Yeast eIF2B,Yeast eIF2B mutant toxicity
Cc1cccc(N(C)S(=O)(=O)c2ccc3[nH]cc(C(=O)N4CCOCC4)c(=O)c3c2)c1,16,7,12,7
CSc1nncn1/N=C/c1ccc2c(c1)OCO2,-7,-14,-16,-14
COc1ccc2[nH]c(=O)c(CN(Cc3ccc4c(c3)OCO4)C(C)=O)cc2c1,9,5,10,5
C/C(=N\O)C(=O)NCCN1CCCCC1,27,4,13,4
COC(=O)[C@@H]1[C@@H](C#N)C2(c3ccccc3-c3ccccc32)N(c2ccc(Cl)cc2)N1C#N,4,-14,13,-14
